CHO-K1 Ca antag: nonselective inhibitor or artifact in parental CHO-K1 cells. ATP-induced calcium, Fluo-8 fluorescence. inhibition, % at 3 µM. 0.6% of 360,000 active. AID 602250;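 active = inhibition above a per-plate cutoff, the plate's mean sample inhibition plus 3 SD, cut at about 24% in these data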;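 note: 0% = DMSO plus EC80 ATP and 100% = DMSO alone without ATP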
CHRM4 antagonist: human M4 muscarinic receptor antagonists, primary screen, CHO cells, Fluo-8 calcium fluorescence; CHO-hM4 cells, ACh EC80; inhibition, % at 3 µM; 0.73% of 360,000 active;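 active = inhibition above its plate's cutoff, the mean inhibition of sample wells plus 3 SD, cut at about 27% in these data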;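 note: 0% = acetylcholine EC80 with DMSO and 100% = DMSO without agonist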
Target sequence (P08173 whole entry, looked up): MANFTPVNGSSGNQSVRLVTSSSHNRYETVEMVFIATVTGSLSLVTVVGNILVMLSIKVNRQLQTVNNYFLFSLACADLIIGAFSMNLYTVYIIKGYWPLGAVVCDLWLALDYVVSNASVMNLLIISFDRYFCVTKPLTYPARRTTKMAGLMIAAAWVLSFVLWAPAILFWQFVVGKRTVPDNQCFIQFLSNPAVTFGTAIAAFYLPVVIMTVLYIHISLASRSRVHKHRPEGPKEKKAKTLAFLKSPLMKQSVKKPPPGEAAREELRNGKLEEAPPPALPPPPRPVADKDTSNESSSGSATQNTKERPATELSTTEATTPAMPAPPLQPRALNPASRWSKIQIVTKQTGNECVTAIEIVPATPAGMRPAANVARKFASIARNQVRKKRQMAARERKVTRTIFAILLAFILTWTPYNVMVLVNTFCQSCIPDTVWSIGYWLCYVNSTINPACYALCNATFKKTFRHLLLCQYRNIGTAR
CHO parental Ca: ATP-evoked calcium signal inhibitors, parental CHO, primary screen, counter-screen for OX1R antagonist project, cell-based, fluorescence, Fluo-8 calcium dye | parental CHO-K1, ATP-induced calcium, Fluo-8 fluorescence | inhibition, % at 5.6 µM | 0.63% of 330,000 active;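 active = inhibition above that plate's mean sample inhibition plus 3 SD, cut at about 26% in these data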;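 note: 0% = ATP-challenged DMSO wells and 100% = DMSO wells without ATP; some compounds past the cut are filed as inactive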
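Test system: parental CHO cells; detection: calcium-sensitive Fluo-8 fluorescence; evaluation: percent inhibition of calcium signal; also added: ATP as calcium-mobilizing challenge; repeats: one well per compound; control set: ATP-challenged DMSO wells low, unchallenged DMSO wells high; compound: single nominal dose of 5.6 µM per compound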
CHRM1 agonist: human M1 muscarinic receptor agonists, primary screen, Fluo-8 calcium fluorescence, CHO-K1 cells, HTS | Muscarinic acetylcholine receptor M1 (Homo sapiens), P11229 | CHO-K1 hM1, agonist mode; 0% DMSO, 100% acetylcholine EC100 | activation, % at 3 µM | 0.33% of 360,000 active | AID 588814, 2011;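 active = activation above the run's mean compound activation plus 3 SD, cut at about 16% in these data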;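 note: peak over basal fluorescence ratio within a 140 s kinetic read after compound addition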
Target sequence (P11229 whole entry, looked up): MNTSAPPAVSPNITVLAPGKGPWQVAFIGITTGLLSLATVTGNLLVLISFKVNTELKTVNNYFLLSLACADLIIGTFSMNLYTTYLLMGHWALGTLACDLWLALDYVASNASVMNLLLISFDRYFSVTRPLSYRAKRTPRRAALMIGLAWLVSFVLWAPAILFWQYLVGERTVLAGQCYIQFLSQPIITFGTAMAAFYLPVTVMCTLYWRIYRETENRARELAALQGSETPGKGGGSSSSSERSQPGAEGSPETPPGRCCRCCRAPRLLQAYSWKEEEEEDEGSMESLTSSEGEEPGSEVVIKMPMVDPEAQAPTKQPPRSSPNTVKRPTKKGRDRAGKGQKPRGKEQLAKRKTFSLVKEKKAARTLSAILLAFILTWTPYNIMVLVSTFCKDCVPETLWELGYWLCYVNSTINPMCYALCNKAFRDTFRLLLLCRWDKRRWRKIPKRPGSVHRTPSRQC
CHRM1 antagonist: human M1 muscarinic receptor antagonists, primary screen, CHO-K1 cells, Fluo-8 calcium fluorescence, 1536-well. Muscarinic acetylcholine receptor M1 (Homo sapiens), P11229. AID 588852, 2011. CHO-K1 hM1, ACh EC80 antagonist. inhibition, % at 3 µM. 1.3% of 360,000 active;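 active = percent inhibition above its own plate's cutoff, namely the mean of that plate's compound wells plus 3 SD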;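 note: peak over basal fluorescence ratio during 140 s after agonist addition; 0% = ACh EC80 plus DMSO and 100% = DMSO alone without agonist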
M1 PAM: human M1 muscarinic receptor positive allosteric modulators, primary screen, CHO-K1 cells, Fluo-8 calcium fluorescence, 1536-well; Muscarinic acetylcholine receptor M1 (Homo sapiens), P11229; CHO-K1 hM1, ACh EC20; 0% = ACh EC20, 100% = maximal ACh; activation, % at 3 µM; 0.088% of 360,000 active; in the data active = activation above about 19%, passing the limit was not always enough
OXTR potentiate: human OXTR potentiators, primary screen, fluorescence, CHO-OTR cells, Fluo-8 calcium | activation, % at 3 µM | Oxytocin receptor (Homo sapiens), P30559 | 0.061% of 320,000 active | AID 2445, 2010 | Fluo-8 calcium fluorescence, potentiator mode; 0% = oxytocin EC15, 100% = EC100;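 active = activation above that plate's cutoff, the mean activation of tested compounds plus 3 SD, cut at about 6.6% in these data, passing the limit was not always enough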;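 note: 100% uses oxytocin at 75 nM as the full agonist control; some results filed as inactive read as strong as hits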
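Assay system: CHO cell line stably expressing human OTR. Reagent: EC15 oxytocin agonist. Dosing: single dose, 3.0 µM nominal final compound concentration. Timing: compound 6 min at room temperature before oxytocin, 100 s read. Signal: kinetic Fluo-8 calcium fluorescence. Controls: oxytocin EC15 low and EC100 high.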
M1 ag parental: counter-screen for M1 agonists: effect in parental CHO-K1 cells | Fluo-8 calcium fluorescence; scaled to maximal ATP response, vehicle zero | activation, % at 3 µM | 0.48% of 360,000 active; in the data active = activation above about 15%;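 note: untransfected CHO-K1 host cells lacking M1 receptor as counterscreen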
CHRM4 agonist: human M4 muscarinic receptor agonists, primary screen, CHO-K1 cells, Fluo-8 calcium fluorescence; Muscarinic acetylcholine receptor M4 (Homo sapiens), P08173; CHO-K1 hM4/Gqi5; vehicle 0%, full acetylcholine response 100%; activation, % at 3 µM; 0.14% of 360,000 active;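 active = activation above the run mean over all test wells plus 3 SD, cut at about 32% in these data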;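 note: peak over basal fluorescence ratio per well then scaled between controls; 0% = DMSO wells and 100% = acetylcholine at EC100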
* = called active by the depositor; x = no result given.

A first look, nine compounds:
SMILES	CHO-K1 Ca antag	CHRM4 antagonist	CHO parental Ca	CHRM1 agonist	CHRM1 antagonist	M1 PAM	OXTR potentiate	M1 ag parental	CHRM4 agonist
O=C(O)C1Cc2c([nH]c3ccccc23)C(c2ccc3c(c2)OCO3)N1 (stereo not given)	-15	9	-2	-5	-8	3	-4	1.6	6
Cn1c(=O)c2c(nc3sccn32)n(C)c1=O	2	-11	-1	-3	-5	0	-9	0.7	1
Cc1nn(-c2ccccc2)c(Cl)c1C(=O)NCC(C)C	-12	-1	-17	-5	-10	9	-15	0.1	0
COc1ccccc1N(CC(=O)NCC1CCCO1)C(=O)CNS(=O)(=O)c1ccc(C)cc1 (stereo not given)	-43	-6	-15	-3	-3	7	2	-0.3	0
CCOc1ccccc1C(=O)Nc1cccc2ccccc12	15	-2	-9	-4	9	-8	-2	0.8	4
O=C(c1ccc(Cl)cc1)N1CCCC(C(=O)N2CCN(c3ccccc3)CC2)C1 (stereo not given)	-10	3	-14	-5	-5	2	4	1.4	1
COc1cc(OC)cc(C(=O)N[C@H](C(=O)OCC(=O)Nc2ccc(C)cc2C)C(C)C)c1	-11	1	-20	0	2	1	-16	3.5	0
c1ccc(CNc2nc(NCc3cccs3)nc3ccsc23)cc1	14	16	x	14	25	-21	x	16*	40*
COc1ccc(S(=O)(=O)Nc2nc3c(s2)CCCC3)cc1	7	-7	-5	-3	-5	12	-5	0.5	4

Main list (from the top)
SMILES	CHO-K1 Ca antag	CHRM4 antagonist	CHO parental Ca	CHRM1 agonist	CHRM1 antagonist	M1 PAM	OXTR potentiate	M1 ag parental	CHRM4 agonist
O=C(O)C1Cc2c([nH]c3ccccc23)C(c2ccc3c(c2)OCO3)N1 (stereo not given)	-15	9	-2	-5	-8	3	-4	1.6	6
Cn1c(=O)c2c(nc3sccn32)n(C)c1=O	2	-11	-1	-3	-5	0	-9	0.7	1
Cc1nn(-c2ccccc2)c(Cl)c1C(=O)NCC(C)C	-12	-1	-17	-5	-10	9	-15	0.1	0
COc1ccccc1N(CC(=O)NCC1CCCO1)C(=O)CNS(=O)(=O)c1ccc(C)cc1 (stereo not given)	-43	-6	-15	-3	-3	7	2	-0.3	0
CCOc1ccccc1C(=O)Nc1cccc2ccccc12	15	-2	-9	-4	9	-8	-2	0.8	4
O=C(c1ccc(Cl)cc1)N1CCCC(C(=O)N2CCN(c3ccccc3)CC2)C1 (stereo not given)	-10	3	-14	-5	-5	2	4	1.4	1
COc1cc(OC)cc(C(=O)N[C@H](C(=O)OCC(=O)Nc2ccc(C)cc2C)C(C)C)c1	-11	1	-20	0	2	1	-16	3.5	0
c1ccc(CNc2nc(NCc3cccs3)nc3ccsc23)cc1	14	16	x	14	25	-21	x	16*	40*
COc1ccc(S(=O)(=O)Nc2nc3c(s2)CCCC3)cc1	7	-7	-5	-3	-5	12	-5	0.5	4
CC(c1ccccc1)n1c(N2CCNCC2)nc2c1c(=O)[nH]c(=O)n2C (stereo not given)	12	2	x	1	69*	3	x	-0.2	0
Cn1c(/C(C#N)=C(\O)CN2CCN(Cc3ccccc3)CC2)nc2ccccc21	-5	-11	-2	-6	2	-3	-6	0.3	1
CCN(CC(=O)NCc1ccc(F)cc1)Cc1nc2cc(Cl)ccc2c(=O)[nH]1	8	7	-31	-2	8	6	-2	1.4	5
COc1ccc(-c2cc(C(=O)Nc3ccc(C)c(N)c3)c3ccccc3n2)cc1	-2	0	-14	-4	-8	1	-12	1.9	7
Cc1cc(C(=O)NC2CCCC2)on1	-3	-10	3	-2	-10	6	0	0.0	-1
COc1ccc(-c2cc(C(=O)NC(C)C)no2)cc1	5	-4	-1	-6	1	2	1	2.2	1

Some of the entries so far, as a markdown table:
| Compound | CHO-K1 Ca antag | CHRM4 antagonist | CHO parental Ca | CHRM1 agonist | CHRM1 antagonist | M1 PAM | OXTR potentiate | M1 ag parental | CHRM4 agonist |
| --- | --- | --- | --- | --- | --- | --- | --- | --- | --- |
| Cc1cc(C(=O)NC2CCCC2)on1 | -3 | -10 | 3 | -2 | -10 | 6 | 0 | 0.0 | -1 |
| COc1ccc(-c2cc(C(=O)NC(C)C)no2)cc1 | 5 | -4 | -1 | -6 | 1 | 2 | 1 | 2.2 | 1 |

(listing goes on)
SMILES	CHO-K1 Ca antag	CHRM4 antagonist	CHO parental Ca	CHRM1 agonist	CHRM1 antagonist	M1 PAM	OXTR potentiate	M1 ag parental	CHRM4 agonist
CCCCC(=O)Nc1ccccc1C(=O)OCC(=O)c1ccc2c(c1)OCCO2	14	-11	2	-9	8	-6	-4	0.1	0
CC(C)[C@H](NC(=O)c1ccco1)C(=O)OCC(=O)NC12CC3CC(CC(C3)C1)C2	-21	-14	-14	-3	-9	12	-20	-0.2	1
Cc1n[nH]c(=S)n1/N=C/c1cccc(OCc2ccccc2)c1	-6	6	-17	-6	7	-1	-7	-0.2	0
CN(C(=O)CSc1nc(-c2ccccc2)cs1)C1CCS(=O)(=O)C1 (stereo not given)	-9	-8	-17	-5	2	-5	-7	0.4	1
CC(C)CCNC(=O)CN(Cc1ccco1)C(=O)CCC(=O)Nc1nccs1	-13	12	-8	-3	0	5	3	1.4	1
CCN1CCN(c2nc(N)c([N+](=O)[O-])c(Nc3ccc(C)cc3)n2)CC1	-4	7	-15	-10	18	-12	-3	0.9	2
N#Cc1ccc(C(=O)Nc2cc(-c3ccccc3)nn2-c2ccccc2)cc1	-21	4	-9	-3	-2	3	-12	2.7	8
O=C1CC(c2ccccc2)CC(O)=C1C=NCCN1CCN(Cc2ccccc2)CC1 (stereo not given)	-4	-10	-18	-7	35	-13	-1	3.5	12
Cc1cc2oc(=O)cc(CN(C)Cc3ccccc3)c2cc1Cl	6	4	x	-1	-3	2	x	0.5	-3
CN(c1ccccc1)S(=O)(=O)c1cccc(C(=O)NC2CCCCC2)c1	-9	-4	-30	-2	-3	4	-3	1.0	5
CNC(=O)c1oc(-c2ccc(Cl)cc2)nc1C	-12	-8	0	-4	-16	9	-6	-0.4	4
CCc1ccccc1Nc1nc(N)nc(COC(=O)c2c(C)noc2C)n1	4	3	-6	-1	9	1	-3	1.1	8
Cc1ccc(C(=O)NCc2ccc3c(c2)OCO3)cc1C	-12	11	-3	-4	-7	2	-1	0.3	1
CC(C)[C@@H](C(=O)N[C@@H](Cc1ccccc1)C(=O)O)N1C(=O)N2CCc3c([nH]c4ccccc34)[C@@]2(C)C1=O	-10	-8	-13	-5	8	-2	0	0.5	1
CC(C)(C)c1csc(SCC(=O)Nc2ccc(Cl)cn2)n1	-1	9	-27	-5	10	-12	-5	0.7	-3
COc1ccc(C2C(C(=O)N3CCN(c4ccccc4)CC3)c3ccccc3C(=O)N2C)cc1OC (stereo not given)	-5	-8	-8	-3	-15	11	0	1.8	4
Cc1cc(C)nc(SC2=CS(=O)(=O)c3ccccc32)n1	-4	-1	-12	-2	-6	10	-17	-0.1	0
O=C(NCc1cccs1)c1cnc2ccccn2c1=O	10	7	-3	-6	9	-3	4	-0.3	1
CN(Cc1cc2cc(F)ccc2[nH]1)Cc1nc(-c2cnccn2)no1	-10	-8	-3	-4	-6	3	-11	0.9	3
CC(Sc1ccc2c(c1)OCCO2)C(=O)Nc1ccc2c(c1)OCO2 (stereo not given)	-5	-2	-7	-4	-2	-1	-9	0.2	2
CCC1C(=O)N=C(SCC(=O)Nc2cccc3ccccc23)NC1=O (stereo not given)	-4	9	-4	-3	-6	8	3	-0.7	1
COc1ccccc1NC(=O)Nc1cc(C(C)C)ccc1C	-11	6	x	-6	-6	0	x	-0.2	-1
Cc1ccc(S(=O)(=O)N2CCN(C(=O)CCc3c[nH]c4ccccc34)CC2)cc1	-7	11	-15	-3	-1	8	-10	1.4	4
O=C(c1ccc(Cl)cc1Cl)N1CCN(c2ccc(N3CCOCC3)nn2)CC1	-4	-8	-16	-4	-2	5	0	1.3	3
CCCCCCNc1c([N+](=O)[O-])cc(C)cc1[N+](=O)[O-]	10	9	-9	-3	-11	9	-5	0.2	0
CSCCC(NC(=O)c1cc([N+](=O)[O-])ccc1Cl)C(=O)O (stereo not given)	10	-9	-3	-4	-4	8	-7	-0.1	1
Cc1oc2cc(O)ccc2c(=O)c1Oc1ccc2ccccc2c1	1	8	-3	-5	-7	3	-19	1.2	3
O=C(NCCCn1ccnc1)C(=O)NCC1OCCCN1S(=O)(=O)c1ccc(F)cc1 (stereo not given)	-1	-10	-6	-12	-5	3	-5	0.2	1
CCOc1ccc(C(=O)NCc2ccccc2)cc1Br	-11	2	-8	-9	-18	10	-9	1.5	-1
CCOC(=O)c1sc(Nc2nc3c(OC)cccc3s2)nc1C	8	-12	-23	-2	12	-1	-18	1.0	3
COc1ccc(/C=C(\C#N)C(=O)Nc2cc(S(=O)(=O)N3CCOCC3)ccc2N2CCCC2)cc1	-8	-3	-10	-4	-5	14	-11	0.1	-1
CCC(=O)Nc1c(C)nn(C(=O)CC)c1C	-2	1	-3	-1	-31	8	-16	-0.1	1
O=C1CCC(=O)N1N1C(=O)C2C3c4ccccc4C(c4ccccc43)C2C1=O (stereo not given)	10	3	-16	-9	3	-1	-8	-0.5	1
Cn1c(=O)c([N+](=O)[O-])c(N2CCN(Cc3ccc4c(c3)OCO4)CC2)c2ccccc21	-1	-1	-15	-6	5	-1	-4	2.7	13
Cc1cc(C)n2c(Nc3ccc4c(c3)OCCO4)c(-c3ccc(C)o3)nc2n1	1	-4	-27	-3	4	1	-3	-0.5	-1
O=C(NC(=S)Nc1nc(-c2ccccc2)cs1)c1ccco1	-7	3	-7	-5	3	1	-8	1.8	2
COc1cc2nc(CC(C)C)n(NC(=O)c3ccccc3)c(=O)c2cc1OC	-15	9	2	-3	-3	5	-3	1.1	2
Cc1ccc(Cn2cnc3ccccc32)cc1C	-10	1	-16	-7	5	-3	1	4.2	3
COc1ccc(CCNC(=O)CSc2nnc3ccc(-c4ccncc4)nn23)cc1	3	-9	-26	-5	-5	3	4	0.3	1
Cc1cc(N2CCOCC2)nc2ccc(NC(=S)N3CCN(c4ccccc4)CC3)cc12	-2	-5	-4	-1	-13	22	-10	-0.4	5
Cc1cc(Cl)ccc1C(=O)C1CCCN(C(=O)c2ccsc2)C1 (stereo not given)	-2	-5	-6	-3	5	-3	-6	2.4	3

Compound activity deposited in PubChem by The Scripps Research Institute Molecular Screening Center.

Not a hit list; about 2.9% have a hit in one of these screens.
